From PubChem BioAssay
mIAP block: mouse IAP inhibition; purified mouse IAP, CDP-Star luminescence, 30 min; inhibition, % at 10 µM; actives 0.2% (n = 330,000);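 active = inhibition of at least 40% at 10 µM in the primary screen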;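 also: plate controls were DMSO with enzyme for no effect and no enzyme wells for full effect; values of inactives mirror those of a sister screen read the other way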
GRIN3A LBD mod: modulates the human NR3A ligand-binding domain. NR3A LBD differential scanning fluorimetry, Tm shift; 0% = protein alone, 100% = glycine-bound protein. Tm shift relative to glycine control, % at 25 µM. actives 2.5% (n = 340,000);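 active = melting temperature shift of at least 10% of the positive control shift, at one fixed dose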
APOBEC3A inh: human APOBEC3A DNA deaminase inhibition | P31941 | recombinant A3A, FAM/TAMRA ssDNA deamination fluorescence | actives 0.41% (n = 330,000) | AID 493011 | inhibition, % at 20 µM;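 active = at least 40% inhibition at 20 µM here, with at most 30% in a related deaminase screen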;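 also: plate controls were A3A with DMSO for no effect and wells lacking A3A enzyme for full effect; some results filed as inactive read as strong as hits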
Target sequence (P31941 whole entry, looked up): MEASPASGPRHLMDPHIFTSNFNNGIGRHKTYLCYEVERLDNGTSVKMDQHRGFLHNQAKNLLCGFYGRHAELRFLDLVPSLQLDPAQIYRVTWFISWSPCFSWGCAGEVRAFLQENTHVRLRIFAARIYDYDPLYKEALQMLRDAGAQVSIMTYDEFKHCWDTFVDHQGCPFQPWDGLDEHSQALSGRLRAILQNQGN
mIAP act: mouse IAP activation; muIAP, CDP-Star luminescence, 30 min; hits give high values; 1 = vehicle-only enzyme signal, 0 = enzyme-free wells; actives 0.24% (n = 330,000); activation factor at 10 µM;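 active = activation factor of at least 2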; also: the source names both 10 and 20 µM as test concentration; values of inactives mirror those of a sister screen read the other way
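Assay system: mouse IAP enzyme / Compound: DMSO-dissolved test compounds / Timing: 30 min, room temperature / Measured by: luminescence from enzymatic CDP-Star hydrolysis / Control set: DMSO-only wells, enzyme-free buffer wells as negative control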
hIAP inh: blocks human intestinal alkaline phosphatase; P09923; purified IAP, CDP-Star luminescence, 30 min; inhibition, % at 10 µM; actives 0.12% (n = 330,000); AID 2544;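 active = inhibition reaching a set limit with compound at 10 µM in the primary screen, cut at about 35% in these data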;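 also: plate controls were DMSO wells with enzyme for no effect and no-enzyme buffer wells for full effect; values of inactives mirror those of a sister screen read the other way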
Target sequence (P09923 whole entry, looked up): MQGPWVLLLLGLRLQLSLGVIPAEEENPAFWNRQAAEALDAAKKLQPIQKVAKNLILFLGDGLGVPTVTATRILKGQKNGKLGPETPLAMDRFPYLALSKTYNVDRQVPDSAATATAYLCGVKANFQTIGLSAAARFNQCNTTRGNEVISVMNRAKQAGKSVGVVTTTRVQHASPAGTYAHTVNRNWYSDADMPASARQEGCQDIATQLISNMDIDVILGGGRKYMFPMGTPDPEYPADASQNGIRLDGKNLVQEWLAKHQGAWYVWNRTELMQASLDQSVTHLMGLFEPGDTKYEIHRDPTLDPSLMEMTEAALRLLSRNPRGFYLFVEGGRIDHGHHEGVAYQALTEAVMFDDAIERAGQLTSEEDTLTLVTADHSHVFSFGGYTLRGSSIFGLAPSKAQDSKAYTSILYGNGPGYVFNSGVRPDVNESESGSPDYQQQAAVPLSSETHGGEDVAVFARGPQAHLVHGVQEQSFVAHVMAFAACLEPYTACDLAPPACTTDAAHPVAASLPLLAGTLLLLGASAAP
MIN6 prolif: inducers of beta-cell replication in MIN6 cells; MIN6 cells proliferation, ATPlite luminescence, 48 h; cells starved in 0.2% serum; 100% = growth in 10% serum; proliferation, % at 10 µM; actives 0.29% (n = 330,000); AID 2380;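 active = compounds whose signal lies at least 3.5 SD above the mean of all wells on their plate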;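 also: 0% = DMSO-treated cells in low-serum medium and 100% = 10% serum control; some compounds called inactive have numbers as strong as hits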
MPTP inh: inhibitors of mitochondrial permeability transition pore; isolated mouse mitochondria, Ca2+ swelling absorbance, 30 min; inhibition, % at 10 µM; actives 1.4% (n = 360,000); AID 602449;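 active = inhibition of 50% or more, scaled per plate between neutral and stimulator controls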;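 also: 0% = DMSO wells given calcium and 100% = 1 mM EGTA wells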
APOBEC3G inh: inhibitors of human APOBEC3G DNA deaminase | Q9HC16 | recombinant A3G, ssDNA deamination FAM/TAMRA fluorescence | inhibition, % at 20 µM | actives 0.28% (n = 330,000) | AID 493012;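 active = inhibition of at least 40% at 20 µM, with no more than 30% in the related APOBEC3A deaminase screen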;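 also: plate controls were DMSO wells with A3G for no effect and wells lacking A3G enzyme for full effect; some compounds called inactive have numbers as strong as hits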
Target sequence (Q9HC16 whole entry, looked up): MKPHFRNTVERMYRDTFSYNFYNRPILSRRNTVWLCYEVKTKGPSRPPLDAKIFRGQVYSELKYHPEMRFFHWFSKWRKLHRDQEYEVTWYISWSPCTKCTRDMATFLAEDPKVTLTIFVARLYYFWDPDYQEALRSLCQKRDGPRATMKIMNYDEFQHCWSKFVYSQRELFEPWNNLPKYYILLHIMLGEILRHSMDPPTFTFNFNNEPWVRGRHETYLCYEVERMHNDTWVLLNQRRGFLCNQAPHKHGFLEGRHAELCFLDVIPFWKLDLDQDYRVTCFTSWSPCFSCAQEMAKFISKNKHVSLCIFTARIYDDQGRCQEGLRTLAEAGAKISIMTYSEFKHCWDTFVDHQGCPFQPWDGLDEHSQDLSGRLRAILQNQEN
hIAP activ: increases human intestinal alkaline phosphatase activity; P09923; purified human IAP, CDP-Star luminescence, 30 min; hits give high values; 1 = vehicle-only enzyme, 0 = enzyme-free background; activation factor at 10 µM; actives 0.16% (n = 330,000); AID 2524;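 active = activation factor of the enzyme at least 2-fold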; also: the source names both 10 and 20 µM as test concentration; values of inactives mirror those of a sister screen read the other way
The depositor's hits bear a star; . = not tested or not shown.

SMILES	mIAP block	GRIN3A LBD mod	APOBEC3A inh	mIAP act	hIAP inh	MIN6 prolif	MPTP inh	APOBEC3G inh	hIAP activ
CCCCN1CC[C@H]2C=CC[C@@H](C(=O)N3CCN(c4ccccc4)CC3)[C@H]2C1=O	7	1	-2	0.93	-9	0	0.8	0	1.1
COc1ccccc1OCc1ccc(C(=O)NCC2CCCO2)o1 (stereo unspecified)	0	3	-5	1	14	-2	0.5	-13	0.86
FC(F)Oc1ccc(-n2cc(-c3ccc(Cl)cc3)[n+]3c2CCCCC3)cc1	-8	3	-3	1.1	-28	-4	4.0	-4	1.3
CCn1c2ccccc2c2cc(NC(=O)COc3ccc(OC)cc3)ccc21	-11	-11	-1	1.1	3	-4	0.4	-6	0.97
CCc1ccc(CN(C)C(=O)C2CCC(=O)N(Cc3cccc(OC)c3)C2)nc1 (stereo unspecified)	8	2	-1	0.92	-21	-5	-1.5	3	1.2
c1ccc2[nH]c(NCCCN3CCOCC3)nc2c1	7	1	-2	0.93	-8	-3	1.1	-3	1.1
O=C(NCCCN1CCOCC1)C(=O)NCC1CCCO1 (stereo unspecified)	-1	0	-5	1	-10	-1	-0.4	-7	1.1
Cc1oc(-c2ccc(Cl)cc2)cc1C(=O)/C(C#N)=C/Nc1ccccc1	7	-2	0	0.93	16	-2	3.6	-4	0.84
O=C(COC(=O)c1ccc(Cl)nc1)NCc1cccs1	-4	-1	-2	1	4	-1	-0.3	-13	0.96
O=c1cc(CSc2nnc(-c3cccnc3)n2-c2ccccc2F)nc2sccn12	4	-4	6	0.96	2	-3	-1.1	1	0.98
Cc1cc(C(=O)NNC(=O)CCCOc2ccccc2)c(C)o1	10	-1	-1	0.9	-4	2	-0.6	-3	1
COC(=O)Cn1c(O)c(N=NC(=O)c2ccc3c(c2)OCO3)c2ccccc21	-12	0	-3	1.1	7	-4	-3.8	-11	0.93
Cc1cc2c(n1-c1ccc(Cl)cc1)CC(C)(C)CC2=O	2	-2	0	0.97	7	-3	-0.5	-4	0.93
Cc1cc(NC(=O)c2sc3ccccc3c2O)no1	5	1	-3	0.95	-7	-2	0.5	-2	1.1
COc1ccc(C(=O)c2c3ccccc3[n+]([O-])n2CCC(N)=O)cc1	1	-2	-2	0.99	9	-2	-0.9	-5	0.91
Cc1ccc(OCc2nnc(SCc3cc(=O)[nH]c4ccccc34)n2-c2ccccc2)cc1	4	1	-4	0.96	15	0	-24	-5	0.85
Cc1ccc(/C=N/NC(=O)CN2CCN(Cc3ccccc3)CC2)o1	6	0	-3	0.94	5	-2	1.7	-9	0.95
Cc1ccc2cccc(Oc3ncnc4scc(-c5ccc(Cl)cc5)c34)c2n1	3	11*	-1	0.97	-8	0	0.9	-6	1.1
O=S(=O)(Nc1cc(Cl)cc(Cl)c1)N1CCOCC1	-1	-1	-1	1	23	-3	-2.2	1	0.77
O=C(CN1C(=O)C2C3C=CC(C3)C2C1=O)Nc1cccc(S(=O)(=O)N2CCCC2)c1 (stereo unspecified)	3	2	4	0.97	-17	-4	-0.1	1	1.2
CCc1ccccc1C1C(=O)c2ccccc2C1=O	7	1	-3	0.93	-2	4	0.7	-4	1
Cc1ccccc1NC(=O)Cc1nnc(SCC(=O)N2CCN(c3ccccc3)CC2)n1C	-7	0	-2	1.1	-8	-4	-1.9	-5	1.1
COc1ccc(OC)c2[nH]c(=O)c(CCNC(=O)c3ccc(S(=O)(=O)N4CCCC4)cc3)cc12	12	0	-2	0.88	1	0	-1.5	-5	0.99
Cc1cccnc1NC(=O)c1ccc(COc2ccccc2)o1	-1	1	1	1	2	0	-3.5	0	0.98

Full records as entered above.
`Cc1cc2c(n1-c1ccc(Cl)cc1)CC(C)(C)CC2=O` as listed: mIAP block = 2; GRIN3A LBD mod = -2; APOBEC3A inh = 0; mIAP act = 0.97; hIAP inh = 7; MIN6 prolif = -3; MPTP inh = -0.5; APOBEC3G inh = -4; hIAP activ = 0.93
`Cc1ccc2cccc(Oc3ncnc4scc(-c5ccc(Cl)cc5)c34)c2n1` as listed: mIAP block = 3; GRIN3A LBD mod = 11*; APOBEC3A inh = -1; mIAP act = 0.97; hIAP inh = -8; MIN6 prolif = 0; MPTP inh = 0.9; APOBEC3G inh = -6; hIAP activ = 1.1

(continued)
SMILES	mIAP block	GRIN3A LBD mod	APOBEC3A inh	mIAP act	hIAP inh	MIN6 prolif	MPTP inh	APOBEC3G inh	hIAP activ
CCOC(=O)Cn1c(=O)oc2cc(S(=O)(=O)Nc3ccc(F)cc3)ccc21	4	-4	0	0.96	-11	1	-0.2	1	1.1
N#Cc1sc2nc(-c3cccs3)cc(-c3ccc(Cl)cc3)c2c1N	2	2	-3	0.98	-14	-6	1.3	2	1.1
Cc1ccc2[nH]c(=O)c(CN(Cc3cccs3)C(=S)NCc3ccco3)cc2c1	27	13*	-1	0.73	13	-1	4.8	-4	0.87
Cc1cccc(S(=O)(=O)Nc2ccc(-n3c(C)nc4ccccc4c3=O)cc2)c1	0	1	-2	1	8	-1	0.6	-5	0.92
COc1ccc(NC(=S)N2CCC(C(=O)N3CCCCCC3)CC2)cc1	-7	3	-5	1.1	-13	-3	1.8	-8	1.1
COC(=O)C1CCN(S(=O)(=O)Cc2ccccc2)CC1	-3	1	-3	1	-18	-2	0.5	-4	1.2
Cc1ccccc1NCCC(=O)Nc1ccc(Cl)cc1	-9	14*	-3	1.1	-4	-2	2.4	-8	1
CCN1CCN(C(=O)CS(=O)(=O)Cc2nc(-c3ccccc3C)oc2C)CC1	10	-2	-1	0.9	-6	1	0.7	-2	1.1
Cc1cccc(-n2nnc(C(=O)NCc3ccccc3Cl)c2N)c1	11	0	4	0.89	-5	-2	-1.8	2	1.1
COc1ccc(NC(=O)CCN2C(=O)C3C4CCC(C4)C3C2=O)cc1 (stereo unspecified)	0	1	3	1	1	0	0.8	-5	0.99
O=C(COC(=O)/C=C/c1ccc(Cl)cc1Cl)NCc1ccco1	-4	1	1	1	-23	-3	-1.5	-9	1.2
COC(=O)C1=C(C)NC(C)=C(C(=O)OC)C1c1ccc(OC(=O)c2oc3ccccc3c2C)c(OC)c1	0	2	-2	0.99	10	-4	4.6	-4	0.9
CC(=O)Cc1nsc(NC(=O)c2ccc(COc3ccccc3C)o2)n1	-2	0	1	1	1	0	-1.4	-2	0.99
COc1ccc(Cc2nc3ccccc3[nH]c2=O)cc1	2	0	-1	0.98	-2	-3	-2.4	-7	1
CCn1c(SCC(=O)N/N=C/c2ccc(O)c(OC)c2)nc2ccccc21	12	-3	-1	0.88	16	0	-2.0	-1	0.84
N#C/C(=C/c1cc[nH]c1)C(N)=S	34	6	8	0.67	-5	0	-1.3	10	1.1
O=C(CN(C(=O)c1csnn1)c1ccc(F)cc1)NCCc1ccccc1	6	-1	-2	0.94	4	0	-0.5	-7	0.96
COCCCNCCC(CCC(C)C)c1ccc2c(c1)OCO2 (stereo unspecified)	4	2	-3	0.96	6	-6	-0.8	-6	0.94
COc1cccc(NC(=O)Cn2c(CCC(=O)O)ccc2-c2ccc(C)cc2)c1	-8	0	0	1.1	11	-3	-2.3	-3	0.89
O=C(CNCc1ccccn1)Nc1cc(C(F)(F)F)ccc1N1CCOCC1	2	-1	-2	0.98	-44	0	0.7	-6	1.4
NC(Cc1ccc(Oc2ccc(O)cc2)cc1)C(=O)O (stereo unspecified)	-7	.	-1	1.1	9	2	.	-6	0.91
COc1ccccc1C(=O)Nc1nnc(-c2ccc3c(c2)CCCC3)o1	21	-9	-3	0.79	-17	-6	12	-5	1.2
CCNc1nc(N)nc(Oc2ccc(OCCOc3ccccc3)nn2)n1	-2	4	1	1	-5	0	-0.6	3	1.1
COc1ccccc1NC(=O)CN1CCN(CC(=O)Nc2ccc(OC)c(OC)c2)CC1	-4	0	0	1	-2	-1	1.2	-3	1
N#C/C(=C/c1ccccc1[N+](=O)[O-])C(=O)NCc1ccco1	9	0	-3	0.91	-23	0	-0.2	-3	1.2
CCOc1ccc(NC(=O)C(C)Oc2ccc(C#N)cc2)cc1S(=O)(=O)N1CCCC1 (stereo unspecified)	-20	-1	-3	1.2	3	-3	2.4	-6	0.97
CCCn1c(N2CCN(CC(=O)c3c(C)n(C)c4ccc(OC)cc34)CC2)nc2c1c(=O)[nH]c(=O)n2C	1	-4	1	0.99	-12	-1	-0.4	-2	1.1
COc1ccc(NC(=O)Nc2cc(C)ccc2F)cc1OC	-29	1	-3	1.3	-9	4	1.6	-3	1.1
COc1cc(/C=C2\SC(=S)N(CCC(=O)Nc3ccc(O)cc3)C2=O)cc(OC)c1OC	18	-9	-3	0.82	8	-1	0.5	1	0.92
CCN(CC)c1ccc(NC(=O)c2ccc3c(c2)OCO3)c(C)c1	-2	-1	-7	1	-4	-1	2.3	-3	1
CC(=O)Nc1ccc(S(=O)(=O)NCCC(=O)Nc2ncccc2C)cc1	-3	1	-6	1	6	1	-0.7	-8	0.94
Cc1ccc(S(=O)(=O)N2CCN(C(=O)c3ccccc3)CC2)cc1	7	0	-3	0.93	-5	0	-0.1	-8	1.1
O=C(NNc1cccc(Cl)n1)c1ccc(Cl)cc1Cl	-1	1	6	1	-9	-4	2.4	-2	1.1
CCOC(=O)c1ccc(NS(=O)(=O)c2cc(C)ccc2OC)cc1	-4	-6	5	1	-1	-1	23	0	1
CCOC(=O)CSc1nc2ccc(N3CCOCC3)cc2c(=O)n1Cc1ccccc1	9	-1	-1	0.91	6	-2	4.5	-6	0.94
O=C(CO)C(O)C(O)C(O)CO (stereo unspecified)	-10	1	3	1.1	-15	1	-1.8	-1	1.1
Cc1ccccc1-n1nc2c(c1NC(=O)c1c(-c3ccccc3Cl)noc1C)CS(=O)(=O)C2	6	2	-2	0.94	8	2	-0.9	-6	0.92
COC(=O)C1=C(C)NC(=O)CC1c1ccccc1OC (stereo unspecified)	-1	2	0	1	5	0	-1.8	0	0.95
Cc1ccc(NC(=O)COc2nc(C)cs2)cc1	-6	0	-5	1.1	0	1	-2.3	-6	1
O=C(COC(=O)CSc1ccccc1)NCCNC(=O)COC(=O)CSc1ccccc1	-7	2	1	1.1	-3	-3	-0.3	-12	1
O=S(=O)(NC1CC1)c1ccc2c3c(cccc13)CC2	10	-1	-1	0.9	13	-1	-0.6	-7	0.87
O=C(Nc1ccccc1C(=O)O)c1cccc(N2C(=O)c3ccccc3C2=O)c1	3	-16	-3	0.97	2	-1	0.4	-10	0.98
Cc1cccc2sc(NNC(=O)c3ccc4c(c3)OCCO4)nc12	-8	0	-4	1.1	-55	-2	-0.5	-11	1.6
CCCC(C(=O)NC1CCCC1)N(Cc1ccc(F)cc1)C(=O)c1snc(C(N)=O)c1N (stereo unspecified)	8	0	-3	0.92	15	-3	1.3	-8	0.85
Cc1ccnc(NS(=O)(=O)c2ccc(NS(C)(=O)=O)cc2)n1	2	0	-1	0.98	-7	1	-1.0	-7	1.1
NC(=O)/C(=C/c1ccc2c(c1)OCO2)NC(=O)c1ccco1	0	0	2	1	0	1	-1.0	-4	1
Cn1cc(CN2CCN(Cc3ccccc3)CC2)c(-c2cccc(Cl)c2)n1	9	-2	4	0.91	-1	-1	1.1	0	1
COc1ccc2nc(SCC(=O)Nc3c(C)cccc3C)[nH]c2c1	1	1	0	0.99	9	0	3.6	1	0.91
COc1cccc(CNC(=O)c2cnc(-c3ccccn3)nc2C(F)(F)F)c1	0	0	-3	1	4	0	-0.1	-5	0.96
NS(=O)(=O)c1ccc(NC(=O)C2CCCO2)cc1 (stereo unspecified)	10	-1	2	0.9	8	-1	.	2	0.92
O=C(CCCCn1c(=O)[nH]c2ccccc2c1=O)NC1CCN(Cc2ccccc2)CC1	-12	1	-3	1.1	-4	2	-1.1	-10	1
